ANO1 activ: activates or potentiates the mouse TMEM16A chloride channel | HEK293 TMEM16A/YFP-H148Q/I152L, iodide quench fluorescence; hits give low values | B-score at 10 µM | 340,000 compounds, 0.3% hits | AID 623877;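 active = fluorescence-ratio B-score plate-corrected deviation score at least 3 library SD below zero, with starting fluorescence score within 5 deviations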;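 note: channel opened by trigger with iodide after compound preincubation; score built on the fluorescence ratio of max minus min over baseline; more negative score means more quench and so TMEM16A activation or potentiation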
MrgX1 ag: activates human MrgX1 receptor signaling; Q96LB2; B-score at 10 µM; 310,000 compounds, 0.44% hits; AID 588627; MrgX1-HEK293 cells, Fluo-4 calcium fluorescence, agonist mode; hits give high values;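 active = calcium response B-score plate-corrected fluorescence ratio at least 3 library SD, with starting fluorescence B-score inside 5 SD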
Target sequence (Q96LB2 whole entry, looked up): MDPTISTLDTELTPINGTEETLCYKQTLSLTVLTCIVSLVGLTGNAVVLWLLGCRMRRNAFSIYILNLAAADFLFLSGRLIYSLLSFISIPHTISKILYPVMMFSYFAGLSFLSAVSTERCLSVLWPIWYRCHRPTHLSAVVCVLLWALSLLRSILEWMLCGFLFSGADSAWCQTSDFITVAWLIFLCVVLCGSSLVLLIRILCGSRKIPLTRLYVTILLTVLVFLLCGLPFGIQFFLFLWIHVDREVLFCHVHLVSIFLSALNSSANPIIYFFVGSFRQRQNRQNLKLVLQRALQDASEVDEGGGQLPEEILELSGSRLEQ
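System: HEK293 cells stably expressing human MrgX1 receptor; Dosing: test compound in the initial addition of three; Schedule: overnight plating, then 30 min 37 °C plus 30 min room-temperature dye loading; Detection: kinetic calcium dye fluorescence, Fluo-4 NW; Controls: per-plate positive and negative controls for Z′ factor.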
KCNQ1 inh: blocks the human KCNQ1 potassium channel. B-score at 10 µM. P51787. AID 2642. 310,000 compounds, 1.3% hits. CHO-K1 KCNQ1, FluxOR thallium flux fluorescence; hits give high values;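 active = compounds whose thallium flux B-score, printed positive for inhibition, exceeds three library SD while starting fluorescence stays within three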;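 note: channel opened by potassium depolarization with thallium stimulus after 20 min compound exposure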
KCNK9 inh: inhibitors of human KCNK9 two-pore domain potassium channel | Q9NPC2 | HEK293 KCNK9, FluxOR thallium flux fluorescence; hits give low values | B-score at 10 µM | 310,000 compounds, 1.2% hits | AID 488922;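 active = ratio B-score over 3 SD below the library mean, with starting fluorescence within 5 SD of its mean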;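 note: negative B-score means less thallium flux so channel inhibition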
Target sequence (Q9NPC2 whole entry, looked up, the tested form may be a part): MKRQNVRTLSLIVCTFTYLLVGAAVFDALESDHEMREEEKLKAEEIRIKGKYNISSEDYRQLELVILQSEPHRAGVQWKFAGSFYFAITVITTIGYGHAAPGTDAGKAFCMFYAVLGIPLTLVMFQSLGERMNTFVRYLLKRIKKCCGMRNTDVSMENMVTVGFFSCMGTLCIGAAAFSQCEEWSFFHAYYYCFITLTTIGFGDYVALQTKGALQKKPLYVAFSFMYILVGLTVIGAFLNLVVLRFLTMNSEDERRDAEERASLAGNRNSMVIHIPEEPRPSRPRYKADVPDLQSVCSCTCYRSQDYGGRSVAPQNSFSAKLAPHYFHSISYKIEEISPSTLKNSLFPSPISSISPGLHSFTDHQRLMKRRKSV
hERG rescue: shields human hERG channel from block by proarrhythmic agents. Q12809. CHO-hERG, FluxOR thallium flux, dofetilide IC70 present. activation (rescue from dofetilide block), less the hit threshold, % at 10 µM. 310,000 compounds, 0.51% hits. AID 1511;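 active = activation above the mean of controls blocked by dofetilide plus 5 SD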;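 note: thallium influx through hERG after potassium depolarization seen as dye fluorescence rise; in these data hits start at about 4.7%; inactives centre near -7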
ANO1 block: blocks the mouse calcium-activated chloride channel TMEM16A; Q8BHY3; 310,000 compounds, 1.2% hits; HEK293 TMEM16A/YFP iodide influx fluorescence, ionomycin; normalized B-score (activity score, 25-100; higher = stronger inhibition) at 10 µM;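 active = ratio plate-corrected score three or more library SD toward inhibition, starting fluorescence score within five deviations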;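 note: score derived from kinetic fluorescence span divided by baseline fluorescence per well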
KCNK3 inh: human KCNK3 channel inhibition, primary screen | O14649 | CHO-KCNK3 thallium flux, FluxOR fluorescence; hits give low values | B-score at 10 µM | 340,000 compounds, 0.84% hits | AID 602410;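 active = B-score under library mean minus 4 SD, starting fluorescence ratio at most library mean plus 5 SD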;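 note: more negative B-score means stronger inhibition of thallium flux through KCNK3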
Target sequence (O14649 whole entry, looked up): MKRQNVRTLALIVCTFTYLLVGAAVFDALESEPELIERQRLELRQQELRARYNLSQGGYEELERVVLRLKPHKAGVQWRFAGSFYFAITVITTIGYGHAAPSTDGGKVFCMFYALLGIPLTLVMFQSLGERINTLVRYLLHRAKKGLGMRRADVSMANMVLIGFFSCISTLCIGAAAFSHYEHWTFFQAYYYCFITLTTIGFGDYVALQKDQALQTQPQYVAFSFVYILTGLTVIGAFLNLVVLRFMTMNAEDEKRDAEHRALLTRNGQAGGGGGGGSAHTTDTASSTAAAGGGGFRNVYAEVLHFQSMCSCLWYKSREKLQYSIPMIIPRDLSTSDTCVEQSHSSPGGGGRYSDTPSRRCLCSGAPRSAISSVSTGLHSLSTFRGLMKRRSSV
RGS4 act: RGS4 potentiation or activation; HEK293 M3R/inducible RGS4, carbachol calcium flux Fluo4; hits give low values; B-score at 10 µM; 310,000 compounds, 0.92% hits; AID 463111;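 active = B-score of the integrated calcium signal more than 4 SD below the library mean, with starting fluorescence not abnormally high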;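 note: negative B-score means reduced calcium response which marks RGS4 activation or potentiation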
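test system = M3R-expressing HEK293 line, RGS4 induced by doxycycline | probe or stimulus = carbachol at ECmax as muscarinic agonist stimulus | timing = dye loading 30 min 37 °C, buffer rest 30 min RT | signal = calcium dye Fluo4 fluorescence | evaluation = B score from integrated fluorescence ratio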
MrgX1 PAM: human MrgX1 positive allosteric modulation, primary screen | B-score at 10 µM | MrgX1-HEK293, Fluo-4 calcium flux, FDSS; hits give high values | 310,000 compounds, 0.63% hits | Q96LB2;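 active = plate-corrected calcium response at least 3 library SD above typical, normal starting fluorescence, not activating the receptor alone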;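 note: compound read alongside a low EC10 to EC30 dose of BAM8-22 agonist; peak minus trough fluorescence over baseline measured at the second addition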
KCNQ1 pot: potentiators or activators of human KCNQ1 potassium channel; 310,000 compounds, 0.35% hits; P51787; CHO-K1 KCNQ1, thallium flux FluxOR fluorescence; hits give high values; B-score at 10 µM;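 active = fluorescence ratio B-score, a plate-corrected score, at least three library SD, with initial intensity B-score within 5 SD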
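System: Stable KCNQ1 CHO-K1 line | Incubation: 90 min dye loading and 20 min compound exposure, both at room temperature | Measure: Ratio B score | Medium: Assay buffer for compound exposure, DMSO matched across wells | Compound dosing: Single-concentration screen | Probe or stimulus: K+/Tl+ depolarizing stimulus | Measured by: Kinetic FluxOR fluorescence, 10 s baseline plus 110 s post-stimulus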
RGS4 block: human RGS4 inhibition; AID 463165; 310,000 compounds, 0.45% hits; HEK293 M3R/RGS4 inducible, Fluo-4 calcium flux; hits give high values; triggered by carbachol at its EC20; B-score at 10 µM; P49798;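 active = B-score, a plate-corrected calcium signal, over three deviations above library mean, with baseline fluorescence within five deviations of library mean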;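 note: RGS4 expression induced by doxycycline in cells with stable M3 receptor; B-score is computed from the integrated fluorescence ratio over baseline after carbachol; higher B-score means a larger calcium signal and so more RGS4 inhibition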
* marks the source's active call; other numbers are inactive results; i = inactive; nt = not tested or not shown.

SMILES	ANO1 activ	MrgX1 ag	KCNQ1 inh	KCNK9 inh	hERG rescue	ANO1 block	KCNK3 inh	RGS4 act	MrgX1 PAM	KCNQ1 pot	RGS4 block
CC(C)N1CCN(C(=O)c2ccc(OC3CCN(CCc4ccccc4)CC3)cc2)CC1	i	i	i	i	-9	i	i	i	i	i	i
O=C(COc1c(Br)cc(Br)c2cccnc12)N1CCCCC1	i	i	i	i	-13	i	i	i	i	i	i
Nc1nc(-c2ccc3ccccc3c2)cs1	i	i	i	i	-23	i	i	i	i	i	i
O=C(Nc1ccc(S(=O)(=O)Nc2ncccn2)cc1)c1ccc(Br)o1	i	i	i	i	-1	i	i	i	i	i	i
C=CCc1c(C)nc(SC)nc1Nc1ccc(C)cc1	i	i	i	i	-9	i	i	i	i	i	i
CCc1ccc(NC(=O)C2CC(=O)Nc3ncnn32)cc1 (centres undefined)	i	i	i	i	-8	i	i	i	i	i	i
COc1ccc(NC(=S)N(CCc2c(C)[nH]c3ccc(C)cc23)Cc2cccs2)cc1	i	i	i	-9.6*	-16	i	i	i	i	i	i
CCNC(=O)CSc1nnc(C2CC2)n1-c1ccccc1	i	i	i	i	-7	i	i	i	i	i	i
COC(=O)c1cc(Br)c(=O)n(-c2ccccn2)c1	i	i	i	i	-11	i	i	i	i	i	i
Cc1onc(-c2ccccc2Cl)c1C(=O)Nc1ccc(S(=O)(=O)Nc2nccs2)cc1	i	i	i	i	-10	i	i	i	i	i	i
CCOc1ccccc1C(=O)N(CCC(=O)OC)c1ccccn1	i	i	i	i	-4	i	i	i	i	i	i
C=CCNC(=O)C1CCCN(S(C)(=O)=O)C1 (centres undefined)	i	i	i	i	-9	i	i	i	i	i	i
CCOC(=O)c1sc(-c2ccc(Cl)cc2Cl)nc1O	i	i	i	i	-8	i	i	i	i	i	i
CCN(C(=O)COC(=O)/C=C/c1ccc(S(=O)(=O)N2CCc3ccccc32)cc1)C1CCS(=O)(=O)C1 (centres undefined)	i	i	i	i	-7	i	i	i	i	i	i
COc1ccc(Cl)cc1NC(=O)c1cc(-c2ccccc2O)n[nH]1	i	i	i	i	-6	i	i	i	i	i	5.5*
COc1ccc(C2/C=C\CN(C(=O)CC(C)(C)C)CC(=O)N2Cc2ccc(F)cc2)cc1 (centres undefined)	i	i	i	i	-13	i	i	i	i	i	i
CCS(=O)(=O)N1CCN(C2Cc3ccccc3C2)CC1	i	i	i	i	-11	i	i	i	i	i	i
CCCCCCCCc1nc(SCC(C)=O)n[nH]1	i	i	i	i	-2	i	i	i	i	i	i
CCCCCNCc1cccc(Br)c1	i	i	i	i	-6	i	i	i	i	i	i
Cc1nn(Cc2ccccc2)c(Cl)c1/C=C/C(=O)OCC(=O)N(C)C1CCS(=O)(=O)C1 (centres undefined)	i	i	i	i	-8	i	i	i	i	i	i
O=C(COC(=O)/C=C/c1ccco1)Nc1ncc(Cl)cc1Cl	i	i	i	i	-11	i	i	i	i	i	i
Cc1ccc(C(=O)Nc2nc3ccc(Cl)cc3s2)o1	i	i	i	i	-10	i	i	i	i	i	i
COc1ccc(C2CC(c3cccs3)=NN2S(C)(=O)=O)cc1 (centres undefined)	i	i	i	i	-13	i	i	i	i	i	i
Cc1ccc(O)c(C(=O)/C=C/c2ccc3c(c2)OCCO3)c1	i	i	i	i	-4	i	i	i	i	i	i
CC(=O)Nc1ccc(NC(=O)CSc2nc(N)c(NC(=O)c3ccccc3F)c(=O)[nH]2)cc1	i	i	i	i	-6	i	i	i	i	i	i
Cc1oc(-c2ccc(Cl)cc2)cc1C(=O)/C(C#N)=C/Nc1cccc(OC(F)(F)F)c1	i	i	i	i	-16	i	i	i	i	i	i
Oc1ccccc1C1=NN(c2ccccc2)C(c2ccc(F)cc2)C1 (centres undefined)	nt	i	i	i	-5	i	i	i	i	i	i
CC(=O)NCC(=O)NC(Cc1ccccc1)C(N)=O (centres undefined)	i	i	i	i	-2	i	i	i	i	i	i
O=S(=O)(c1cccc(S(=O)(=O)N2CCC(n3nnc4ccccc43)CC2)c1)N1CCCCC1	i	i	i	i	-6	i	i	i	i	i	i
COc1ccccc1C(=O)Nc1ccc2c(c1)nc(CCNC(C)=O)n2C	i	i	i	i	-1	i	i	i	i	i	i
COCC1CCCN(Cc2nc(C(c3ccccc3)c3ccccc3)no2)C1 (centres undefined)	i	i	i	i	-14	i	i	i	14*	i	i
CCNS(=O)(=O)c1ccc(NC(=O)c2cccnc2)cc1	i	i	i	i	-10	i	i	i	i	i	i
CC(=O)c1cn(-c2ccc([N+](=O)[O-])cc2)c(=O)n(C)c1=O	i	i	i	i	-6	i	i	i	i	i	i
CC(=O)OC1c2ccccc2C(=O)N1Cc1ccccc1Cl (centres undefined)	i	i	i	i	-10	i	i	i	i	i	i
COc1ccc(C(=O)OC(C)CN2CCN(C)CC2)cc1 (centres undefined)	i	i	i	i	-2	i	i	i	i	i	i
O=C(N1CCOCC1)N1CCN(S(=O)(=O)c2cccc([N+](=O)[O-])c2)CC1	i	i	i	i	-5	i	i	i	i	i	i
CC(C)c1ccc(NC(=O)CSc2n[nH]c(=O)n2Cc2ccco2)cc1	i	i	i	i	-13	25*	i	i	i	i	i
CCOCC(=O)Nc1cccc(Br)c1	i	i	i	i	-8	i	i	i	i	i	i
CCc1cccc(CN2CCC(CNC(=O)Nc3ccc(Cl)cc3)CC2)c1	i	i	i	i	-19	i	i	i	i	i	i
COCCCNC(=O)c1cc(C)nc2ccc(F)cc12	i	i	i	i	-9	i	i	i	i	i	i
CN1C(=O)CC(N2CCN(CCN=CC3=C(O)CC(C)(C)CC3=O)CC2)C1=O (centres undefined)	i	i	nt	nt	nt	i	i	nt	i	nt	nt
COc1ccccc1NC(=O)Nc1cc(C(C)C)ccc1C	i	nt	i	i	-5	nt	i	i	nt	i	i
COc1ccc(OC)c(S(=O)(=O)N2CCN(c3c(C)cccc3C)CC2)c1	i	i	i	-11*	-17	i	i	i	i	i	i
CCc1ccc(/C=c2\s/c(=C\C(=O)C(C)(C)C)[nH]c2=O)cc1	i	i	i	i	4	i	i	i	i	i	i
O=C(OC(C(=O)Nc1ccc([N+](=O)[O-])cc1Br)c1ccccc1)c1ccccc1 (centres undefined)	i	i	i	i	-17	i	i	i	i	i	i
Cc1ccc(C(=O)Nn2cnnc2)cc1	i	i	i	i	-3	i	i	i	i	i	i
CCOC(=O)c1cnc2c(ccc3ccccc32)c1N	i	i	i	i	0	i	i	i	i	i	i
COC(=O)c1cccc(COC(=O)c2cccnc2SC)c1	i	i	i	i	-13	i	i	i	i	i	i
Cc1c(C)c2ccc(OCC(=O)Nc3ccccc3C(N)=O)cc2oc1=O	i	i	i	i	-2	i	i	i	i	i	i
C=CCN(C(=O)C1CSC2(C)CCC(=O)N12)c1nc(-c2ccccc2)cs1 (centres undefined)	i	i	6*	i	-5	i	i	i	i	i	i
CCS(=O)(=O)N1CCc2nc(-c3ccccc3)sc2C1	i	i	i	i	-1	i	i	i	i	i	i
COc1cccc(/C=N/NC(=O)c2cccs2)c1	i	i	i	i	-5	i	i	i	i	i	i
CC(=O)c1cn(-c2ccc(Cl)cc2)c(=O)n(Cc2ccc(F)cc2)c1=O	i	i	i	i	-10	i	i	i	i	i	i
CCCCS(=O)(=O)Nc1ccc(Cc2ccncc2)cc1	i	i	i	i	-4	i	i	i	i	i	i
Clc1ccc(-c2nnc(SCc3nc4ccccc4s3)o2)cc1	i	i	i	i	-12	i	i	i	i	i	i
O=C(c1nnc(-c2ccncc2)o1)c1ccccc1Cl	i	i	i	i	-3	i	i	i	i	i	i
CC(=O)N1CCc2cc(S(=O)(=O)NCCCOC(C)C)ccc21	i	i	i	i	-6	i	i	i	i	i	i
CC(OC(=O)CCCC(=O)Nc1ccc(F)cc1)C(=O)c1ccccc1 (centres undefined)	i	i	i	i	-9	i	i	i	i	i	i
CC(=O)c1ccc(NC(=O)Nc2ccc([N+](=O)[O-])cc2C)cc1	i	i	i	i	-18	i	i	i	i	i	i
COc1ccccc1NC(=O)C1CCC(CNc2c(N3CCCCC3)c(=O)c2=O)CC1 (centres undefined)	i	i	i	i	-8	i	i	i	i	i	i
Other entries follow.
SMILES	ANO1 activ	MrgX1 ag	KCNQ1 inh	KCNK9 inh	hERG rescue	ANO1 block	KCNK3 inh	RGS4 act	MrgX1 PAM	KCNQ1 pot	RGS4 block
CCCCn1c(N)c(N(CCC(C)C)C(=O)CSc2nnc(C)s2)c(=O)[nH]c1=O	i	i	i	i	-2	i	i	i	i	i	i
Cc1ccccc1C(=O)NNC(=O)Cc1ccccc1	i	i	i	i	0	i	i	i	i	i	i
FC(F)(F)c1cccc(N2CCC(N=CN3CCCCCC3)=N2)c1	i	i	i	i	-8	i	i	i	i	i	i
COc1cccc(CNCc2cccc(Br)c2)c1OC	i	i	i	i	-4	i	i	i	i	i	i
CCOC(=O)c1cnc2ccc(C)cc2c1Sc1ccc(F)cc1	i	i	i	i	-15	i	i	i	i	i	i
Cc1cccc(OCC(=O)N2CCC3(CC2)CC(=O)c2ccccc2O3)c1	i	i	i	i	-6	i	i	i	i	i	i
Cn1c(CNC(=O)c2ccc(Cl)cc2)nnc1SCC(=O)Nc1sc2c(c1C#N)CCCC2	i	i	i	i	-17	i	i	i	i	i	i
CCN(CC)CCn1c2c(c(SCC(=O)Nc3ccccc3Cl)nc1=O)CCCC2	i	i	i	i	-18	i	i	i	i	i	i
COc1ccc(NC(=O)Nc2cccc3ccccc23)c(OC)c1	i	i	i	i	-7	i	i	i	i	i	i
Cc1cccc2c(Cl)cc(=O)[nH]c12	nt	nt	i	i	-6	nt	nt	i	nt	i	i
Cc1csc(SCC(=O)NC23CC4CC(CC(C4)C2)C3)n1	i	i	i	i	-4	i	i	i	i	i	i

High-throughput results as filed in PubChem BioAssay.
